# PNC assembly inh = perinucleolar compartment assembly inhibition; PC3M PTB-GFP, PNC prevalence imaging, 16 h; hits give low values; hit rate 3.1% among 140,000; activity change (PNC), negative = inhibition, % at 10 µM; AID 2417;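 active means readout at or below -70, meaning at least 70% loss of cells showing the perinucleolar compartment, a nuclear body marking cancer cells; inconclusive means readout between -30 and a set limit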;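 further: plate controls were DMSO wells for no effect and camptothecin positive control wells for full effect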
#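 Read-out is percentage of cells bearing a perinucleolar compartment, from automated 20x imaging of fixed, Hoechst-stained PC3M PTB-GFP cells. Cells were seeded 4 h, then exposed 16 h to compound (23 nl of library stock) in duplicate plates.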
# 15-hLO-2 inh = inhibitors of human 15-lipoxygenase 2 (ALOX15B). O15296. hit rate 0.56% among 110,000. purified 15hLO-2, xylenol orange hydroperoxide absorbance. AID 881. Potency, µM (titrated, usually from 57.1 µM), inactives show top-dose activity change, negative = inhibition, usual class: inhibitors; further: potency means the concentration at half of the fitted maximal effect; nearly all actives have a fitted effect of over 60% in size; many of its hits are not listed in these tables
#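 Read-out: hydroperoxide product oxidises ferrous iron, measured as xylenol orange complex via the 573-to-405 nm absorbance ratio after 30 min. Reaction: 50 nM enzyme, 15 min compound preincubation, 45 uM arachidonic acid, 90 min RT, Hepes pH 7.5 with Triton X-100.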
# IMPase inh = IMPase inhibition in cells; P97697; CHO-M1 cells, IP1 accumulation, HTRF TR-FRET ratio; inhibition (IP1 accumulation), % at 46.1 µM; 120,000 tested, under 10 active; active means well fitted curve in the direction sought with a large enough effect in the signal ratio, not every such curve was filed as active; inconclusive means small, poorly fitted or top-dose-only effect, or a change in a side signal; inactive means no such curve, though single readings can be large or run the other way; the % refers to the signal ratio;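 further: cells stimulated with carbachol in lithium chloride buffer; plate controls were DMSO basal wells for no effect and reference inhibitor wells for full effect; higher means more IMPase inhibition seen as more IP1 and lower FRET ratio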
# Target sequence (P97697 whole entry, looked up): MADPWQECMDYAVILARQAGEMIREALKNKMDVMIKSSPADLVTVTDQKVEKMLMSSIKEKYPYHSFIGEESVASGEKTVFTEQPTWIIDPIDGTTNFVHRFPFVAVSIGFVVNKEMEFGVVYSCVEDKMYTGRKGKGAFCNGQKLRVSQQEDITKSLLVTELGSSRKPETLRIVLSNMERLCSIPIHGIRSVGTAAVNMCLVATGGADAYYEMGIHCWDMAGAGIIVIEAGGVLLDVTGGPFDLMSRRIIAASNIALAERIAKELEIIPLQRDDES
#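 Carbachol-driven Gq signalling in CHO-M1 cells (2000/well) generates IP1. Compounds that block IMPase raise IP1 and so reduce the FRET signal from Eu-anti-IP1 and d2-IP1 after a 10 min room-temperature lysis.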
# ALOX12 inhib = blocks human 12-lipoxygenase activity | purified 12-hLO, xylenol orange hydroperoxide absorbance | AID 1452 | Potency, µM (series often up to 57.1 µM), for inactives: at the top dose activity change, negative = inhibition, usual class: inhibitors | P18054 | hit rate 0.12% among 150,000; further: potency means the concentration at half of the fitted maximal effect; nearly all actives have a fitted effect of over 55% in size; many of its hits are not listed in these tables
# Target sequence (P18054 whole entry, looked up): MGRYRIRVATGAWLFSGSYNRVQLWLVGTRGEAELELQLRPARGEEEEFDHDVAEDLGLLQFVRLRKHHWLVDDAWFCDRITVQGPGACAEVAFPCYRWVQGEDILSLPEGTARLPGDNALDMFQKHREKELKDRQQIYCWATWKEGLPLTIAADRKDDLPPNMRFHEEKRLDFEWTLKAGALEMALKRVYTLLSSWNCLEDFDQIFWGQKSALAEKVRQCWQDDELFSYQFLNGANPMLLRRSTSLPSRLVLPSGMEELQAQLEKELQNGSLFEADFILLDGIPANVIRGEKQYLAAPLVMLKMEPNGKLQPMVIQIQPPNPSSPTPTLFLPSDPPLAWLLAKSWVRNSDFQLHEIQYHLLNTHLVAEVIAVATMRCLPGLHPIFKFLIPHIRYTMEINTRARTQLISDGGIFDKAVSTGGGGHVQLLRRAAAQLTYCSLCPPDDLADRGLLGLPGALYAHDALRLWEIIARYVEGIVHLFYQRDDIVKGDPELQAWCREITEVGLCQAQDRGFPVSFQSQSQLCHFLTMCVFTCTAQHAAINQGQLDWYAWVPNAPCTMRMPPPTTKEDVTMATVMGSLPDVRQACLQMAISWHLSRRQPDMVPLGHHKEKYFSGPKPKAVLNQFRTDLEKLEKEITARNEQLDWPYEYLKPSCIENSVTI
#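 Hydroperoxide output read as Fe(III)-xylenol orange absorbance, 573-to-405 nm ratio, after 30 min reaction with 40 uM arachidonic acid. Enzyme: 150 nM purified human 12hLO, 15 min compound preincubation; 25 mM Hepes pH 7.0, room temperature.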
# Starred values were filed as active, the others as inactive; ? = inconclusive; nt = no result given; & = joins results of further samples; [ ] = remark or other dose. Unless noted, the call rests on the fitted dose curve; in most records, active means well fitted curve in the direction sought with a large enough effect; inconclusive means small, poorly fitted or top-dose-only effect, or another doubt; inactive means no such curve, though single readings can be large; an effect the other way counts as inactive or inconclusive. Unless noted, on the % scale 0 is the no-effect control and ±100 the full control effect.
compound | PNC assembly inh | 15-hLO-2 inh | IMPase inh | ALOX12 inhib
Cc1ccc(C(=O)Oc2cc(-c3ccccc3)no2)cc1 | -11 | 0% | -8 | 3%
NC(=O)CSc1nc2ccccc2n1Cc1ccccc1F | -27 | 0% | -1 | 3%
COc1ccc(CNC(=O)COc2ccc(C(=O)c3ccc(F)cc3)cc2)cc1 | 7 | nt | nt | 1%
COc1cc(OC)c(CN2CCN(c3ccc(F)cc3)CC2)cc1Br | -4 | 29% | 13 | 2%
N=c1n(CCN2CCOCC2)c2ccccc2n1CC(O)COc1ccccc1 (stereo not given) | ? | 3% | 3 | 1%
Cc1ccc(/C=N/NC(=O)CSc2nc3ccccc3n2Cc2ccc(Cl)cc2)o1 | -26 | nt | nt | 1%
CCN1C(=O)[C@@H]2[C@H](C1=O)[C@@H]1C[C@H]3C(=O)N(CC)C(=O)[C@H]3[C@@H]3C1=C(C(=O)N1C(=O)O/C(=N\CC4CC4)[C@]31C)[C@@H]2C | nt | -2% | nt | 1%
CC(=O)Nc1ccc(N2C(=O)CCC2=O)cc1C | 16 | -11% | -3 | 3%
CCOc1cc(/C=N/Nc2ncnc(Cl)c2N)ccc1O | 18 | nt | nt | -4%
COc1ccc(CN2CCC(CNC(=O)NC3CCCCC3)CC2)cc1 | ? | 22% | 10 | 0%
O=C(Nc1ccccc1)c1ccncc1 | 30 | -4% | 1 | -3%
O=C(Nc1ccc2c(c1)OCO2)c1cccc2c1C(=O)N(Cc1cccnc1)C2 | 20 | 14% | 9 | -11%
Cc1ncoc1C(=O)Nc1ccccc1-c1ccccc1 | -25 | -12% | 3 | -3%
COc1ccc(Oc2ncc3nc(C)c(=O)n(-c4ccc(OC)cc4)c3n2)cc1 | nt | -8% | nt | -1%
O=C(NCC1CCCO1)c1onc(CSc2cccc3ccccc23)c1C(=O)O (stereo not given) | 27 | -5% | 8 | 6%
CC(=O)c1sc(NC(=O)c2ccc(F)c(F)c2)nc1C | -2 | -10% | -8 | 2%
CN(C)c1ccc(N/C(=N\S(=O)(=O)c2cccs2)c2ccccc2)cc1 | ? | nt | 3 | -18%
Cc1ccc(S(=O)(=O)c2ccc(Cl)cc2)cc1S(=O)(=O)N1CCOCC1 | 12 | 0% | -7 | -9%
COc1ccc(C(=O)N2CCC3(CCCN(c4cccc(-c5ccccc5)c4)C3)CC2)cc1 | nt | -2% | nt | -10%
OC[C@@H](O)COc1cccc2ccccc12 | nt | 8% | -7 | -5%
O=C1c2cccc3cccc(c23)C(=O)N1c1ccncc1 | -100* | nt | -3 | 4%
COCC(=O)N1CCC2(CC1)CN(c1ccc(-c3ccccc3)cc1)C2 | nt | ? | nt | -4%
CC1CCCC(C)N1S(=O)(=O)c1ccc(NC(=O)CNCC2CCCO2)cc1 (stereo not given) | 14 | 1% | -3 | -7%
CC(=O)SCCC(=O)N1C(C)CCCC1C(=O)O (stereo not given) | -5 | 4% | -6 | 2%
CCCNC(=O)Cn1nc(C(F)(F)F)c2c1CCCC2 | -13 | nt | 1 | -1%
Cc1ccc(Cl)cc1N1CCN(CC(=O)NC2CCCc3ccccc32)CC1 (stereo not given) | 45 | nt | -7 | -2%
O=C(NCc1ccccc1)c1cc(S(=O)(=O)N2CCOCC2)ccc1F | ? | 5% | 8 | -2%
COc1ccc(NC(=O)CSc2nc(N)c3cc4c(nc3n2)CCCC4)cc1 | ? | nt | nt | 0%
O=C(COc1ccccc1)N1CCN(S(=O)(=O)Cc2ccccc2)CC1 | 5 | -1% | 11 | -1%
CCOC(=O)N1CC=C2C(C#N)=C(N)C(C#N)(C#N)[C@H](c3ccc(OC(C)C)c(OCC)c3)[C@H]2C1 | ? | -8% | 1 | -3%
COc1ccc(-c2nc(Cn3c(SCc4ccc(F)cc4)nc4ccncc43)c(C)o2)cc1OC | -16 | 43%[activator] | 11 | -10%
O=C1CC(C(=O)NC2CCCCC2)C(c2ccccc2)O1 (stereo not given) | -8 | 8% | 3 | 3%
CCOC(=O)C1CCN(C(=O)c2c(-c3c(F)cccc3Cl)noc2C)CC1 | 28 | -5% | -4 | -2%
O=C(O)COc1nsnc1N1CCOCC1 | -6 | -7% | -2 | 1%
CC1(c2ccncc2)Nc2ccccc2-c2nc3ccccc3n21 (stereo not given) | ? | 2% | 1 | -6%
Cc1ccc(CN2C(=O)c3ccccc3C2C(=O)NCc2cccnc2)cc1 (stereo not given) | 25 | 15% | 9 | -4%
COc1ccc(C2=NOC(CN3C(=O)c4ccccc4S3(=O)=O)C2)cc1 (stereo not given) | -23 | -3% | -3 | -1%
CCC(=O)NS(=O)(=O)c1cccnc1Nc1ccc(Cl)cc1 | ? | 3% | 5 | 2%
O=S(=O)(NCc1ccc2c(c1)OCO2)c1cnc[nH]1 | ? | 0% | -2 | -11%
Cc1ccc(-c2nn(CC(=O)NCC3CCCO3)c(=O)c3ccccc23)cc1 (stereo not given) | -6 | -1% | 5 | 2%
CCSc1cc(N2CCOCC2)nc(-c2ccc(Cl)cc2)n1 | ? | nt | nt | 1%
c1ccc(OCCSc2nc3ccccc3o2)cc1 | -22 | 11% | -1 | -7%
COC(=O)c1ccccc1NC(=O)c1ccc(COc2ccc3c(c2)CCC3)cc1 | -10 | 9% | 1 | -15%
Cc1cc2[nH]ncc2cc1NC(=S)NC(=O)c1ccccc1 | -4 | nt | 3 | -23%
Cc1cc(N2CCN(c3ccccc3)CC2)nc(-c2ccccc2O)n1 | ? | 3% | 7 | 5%
C=C(C)CSc1nnc([C@H](CCSC)NC(=O)OC(C)(C)C)o1 | ? | 1% | 10 | 1%
CCn1c(=NC(=O)CSC(C)=O)sc2cc(OC)ccc21 | -11 | nt | -8 | -2%
CSc1nc2oc3c(c2c2nncn12)CC(C)(C)SC3 | -14 | -23% | 9 | -11%

# Rewritten field by field: entries from further up
SMILES: CSc1nc2oc3c(c2c2nncn12)CC(C)(C)SC3
  PNC assembly inh = -14
  15-hLO-2 inh = -23%
  IMPase inh = 9
  ALOX12 inhib = -11%

SMILES: C=C(C)CSc1nnc([C@H](CCSC)NC(=O)OC(C)(C)C)o1
  PNC assembly inh = ?
  15-hLO-2 inh = 1%
  IMPase inh = 10
  ALOX12 inhib = 1%

SMILES: COC(=O)c1ccccc1NC(=O)c1ccc(COc2ccc3c(c2)CCC3)cc1
  PNC assembly inh = -10
  15-hLO-2 inh = 9%
  IMPase inh = 1
  ALOX12 inhib = -15%

SMILES: CCn1c(=NC(=O)CSC(C)=O)sc2cc(OC)ccc21
  PNC assembly inh = -11
  15-hLO-2 inh = nt
  IMPase inh = -8
  ALOX12 inhib = -2%

# Next section.
# Values run as follows: PNC assembly inh, 15-hLO-2 inh, IMPase inh, ALOX12 inhib
OC12CCCCC1C(c1ccc3c(c1)OCO3)N(Cc1ccccc1F)CC2 (stereo not given)
    ?, -7%, 0, -14%
O=C(O)CN1CCN(Cc2ccc(Cl)cc2)C1=O
    ?, nt, nt, -2%
C=CCN1/C(=C(\C#N)C2=NS(=O)(=O)c3ccccc32)N(C)c2ccccc21
    -4, -6%, 0, -7%
Oc1ccc(/C=N/NC(=S)NCC2CCCO2)cc1 (stereo not given)
    -26, -7%, 2, 0%
O=C(NC(=S)Nc1ccccc1N1CCCC1)c1ccccc1[N+](=O)[O-]
    -20, nt, ?, -6%
CCCCC(=O)Nc1ccc(C(=O)NN2C(=O)c3ccccc3C2=O)cc1
    2, -1%, 0, 1%
Cc1c(NS(=O)(=O)N2CCCCC2)c(=O)n(-c2ccccc2)n1C
    -29, -10%, -5, 5%
CC(C)Cn1c2nc3ccccc3nc2c2c(=O)n(CCN3CCOCC3)cnc21
    31, 5%, -4, -3%
COc1ccc(C2C(=O)c3ccccc3C2=O)cc1
    -14, -2%, nt, -2%&8%
N#Cc1c(SCc2ccccc2)nc(N2CCOCC2)c2c1CCCC2
    ?, -6%, 4, 5%
NNC(=O)C12CC3CC(C1)CC(n1ncnn1)(C3)C2
    8, nt, nt, -1%
COc1ccccc1N(O)C1CC(=O)N(c2ccc(F)cc2)C1=O (stereo not given)
    32, -25%, -1, -23%
CCOC(=O)c1nn(-c2ccccc2C)c2nc(CC(C)C)c(C#N)c(=O)n12
    39, nt, 17, 3%
COc1cc2c(cc1OC)C(c1ccc(-c3ccc(Cl)c(Cl)c3)o1)=NCC2
    ?, 0%, 20, -29%
COC(=O)c1nn(C23CC4CC(CC(C4)C2)C3)c2c1C(=O)N(c1ccc(Br)cc1)C2=O
    ?, -2%, 4, 0%
Cc1ccc(N)cc1[N+](=O)[O-]
    nt, -7%, nt, -4%
Cc1ccc(-n2[nH]c(C)c(/C=N/Nc3ccc([N+](=O)[O-])cc3[N+](=O)[O-])c2=O)cc1
    26, nt, nt, -3%
O=S(=O)(Nc1cccc(-c2nc3cccnc3s2)c1)c1ccc2c(c1)CCCC2
    43, nt, nt, -3%
Cc1c(C(=O)O)nn(-c2ccccc2)c(=O)c1C#N
    -20, -3%, -2, 3%
CSCC[C@H](NC(=O)OC(C)(C)C)c1nnc(SCC(=O)Nc2c(C)cccc2C)o1
    3, 0%, 16, 9%
CCOc1ccc(Cl)cc1S(=O)(=O)n1cnc2cc(C)c(C)cc21
    30, 30%[activator], 6, -6%
CC(C)(C)NC(=O)C1N(c2cccnc2)C(=O)C2C(C(=O)Nc3ccccc3F)C3(C)C=CC21O3 (stereo not given)
    13, -13%, -1, -7%
O=C(CSc1nc2ccccc2c(=O)n1-c1ccccc1)N1CCN(CCO)CC1
    -15, 6%, 5, 1%
CCN(CC)CCNc1nc(-c2ccccc2)c2c(c1C#N)CC(C)(C)OC2
    7, 18%, 20, 9%
CN1C(=O)/C(=C2\SC(=S)N(C(CCC(=O)O)C(=O)O)C2=O)c2ccccc21 (stereo not given)
    44, ?, 10, -21%
O=C(N/N=C/c1ccc(O)cc1)c1ccc(COc2cc(Cl)ccc2Cl)o1
    -21, ?, 15, 4%
O=c1[nH]c2ccc(S(=O)(=O)N3CCC(Cc4ccccc4)CC3)cc2o1
    -24, -29%, ?, -21%
CC1OC(OCC2OC(Oc3c(-c4ccc(O)c(O)c4)oc4cc(O)cc(O)c4c3=O)C(O)C(O)C2O)[C@@H](O)C(O)C1O (stereo not given in full)
    nt, -3%, nt, -8%
COC(=O)c1ccccc1NC(=O)CSCC(=O)Nc1ccccc1OC
    33, 6%, 9, 1%
CN(C)S(=O)(=O)N1CCN(S(=O)(=O)c2ccc(F)cc2)CC1
    ?, 1%, 10, -4%
c1ccc(-c2nn3c(Cn4nnc5ccccc54)nnc3s2)nc1
    ?, -19%, 0, -4%
CCc1nc2scc(-c3ccc(C)cc3)c2c(=O)n1N
    ?, nt, nt, 0%
O=C(Nc1ccn(Cc2c(F)c(F)cc(F)c2F)n1)c1ccc(COc2ccccc2Cl)cc1
    -16, -10%, ?, -11%
Cc1ccc(NC(=O)c2ccn(C)n2)c(Br)c1
    ?, nt, nt, -2%
CC(=O)Oc1cc(C(F)(F)F)ccc1C(=O)O
    nt, 2%[25.6 µM], -4[20.6 µM], -10%[25.6 µM]
C=CCN1C(=O)C(Cc2ccccc2)S/C1=N/N=C/c1cccs1 (stereo not given)
    -10, 1%, -6, -6%
CC(C)=CCC(C)(C)C1OCCN1C(=O)c1ccccc1 (stereo not given)
    24, -3%, 4, -8%
CCC(CC)NC(=O)CO/N=C/c1ccccc1OC(F)F
    -8, nt, nt, 0%
CC(=O)Nc1ccc(-c2nc(C)c(C(C)=O)n2O)cc1
    ?, 0%, 22, 0%
COC(=O)CCSc1cc(NCCOC(C)=O)c([N+](=O)[O-])c2nonc12
    2, nt, nt, -1%

# Screening data deposited in PubChem by National Center for Advancing Translational Sciences (NCATS).

# Some of the compounds tested. The share of hits here may be higher or lower than overall.
